# Assay outcomes as filed in PubChem.
# HIV fusion peptide = inhibitors of HIV fusion peptide binding, primary screen, biochemical, uHTS, fluorescence dequenching (AID 1986); cell-free peptide binding, fluorescence dequenching, 30 min; higher % means a stronger effect; one-dose inhibition, % at 20 µM; IC50 in µM for titrated hits; 290,000 compounds, 0.3% hits; in the data active means inhibition mostly above about 52%, no sharp cut-off; inactive means mostly below about 76%; further: some results filed as inactive read as strong as hits
# GPR55 activation = selective activators of receptor GPR55 – imaging, U2OS cells, beta-arrestin-GFP redistribution, primary screen (AID 1961); 290,000 compounds, 0.048% hits; activation, % at 10 µM, or EC50 in µM where a hit was titrated; U2OS GPR55 beta-arrestin-GFP redistribution imaging; higher % means a stronger effect;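 active means activation above 40% with more than 50 cells counted in the well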;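 further: U2OS osteosarcoma cells stably expressing GPR55 and beta-arrestin-GFP; plate controls were DMSO negative control for no effect and LPI positive control for full effect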
# GPR55 LPI antagonism = GPR55 antagonists blocking LPI-driven arrestin recruitment, primary screen, imaging, U2OS, beta-arrestin-GFP, LPI agonist (AID 2013); 290,000 compounds, 0.13% hits; inhibition, % at 10 µM, or IC50 in µM where a hit was titrated; U2OS GPR55 beta-arrestin-GFP translocation imaging, LPI antagonism; higher % means a stronger effect;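 active means spots per cell inhibited over 60%, with over 100 cells counted and total cytoplasm intensity under 500,000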;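 further: U2OS cells stably carrying GPR55 and arrestin-GFP stimulated by 5 µM LPI near EC80; imaged beta-arrestin-GFP aggregate spots per cell after agonist stimulation; plate controls were LPI-stimulated DMSO wells for no effect and DMSO wells without LPI for full effect; some results filed as inactive read as strong as hits; confirmed hits need IC50 under 10 µM and bright autofluorescent wells are also inconclusive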
# KOR beta-arrestin-1 = kappa opioid receptor activators – cell-based, luminescence, uHTS, primary screen (AID 1777) | KOR beta-arrestin recruitment, luminescence; higher % means a stronger effect | activation, % at 10 µM; hits with a dose series show EC50 in µM | 280,000 compounds, 0.02% hits; in the data active means activation above about 50%, passing the limit was not always enough; further: a part of the inactive calls stands beside numbers as strong as those of hits
# KOR beta-arrestin-2 = kappa opioid receptor blockers – cell-based, luminescence, uHTS (AID 1778); KOR beta-arrestin recruitment, luminescence, antagonist mode; higher % means a stronger effect; inhibition, % at 10 µM, or IC50 in µM where a hit was titrated; 290,000 compounds, 0.091% hits; further: strong numbers were not always called active
# Rac1 GTP hydrolysis = MgcRacGAP GTPase-activating activity inhibitors, confirmation, biochemical, ADP Hunter fluorescence; MgcRacGAP-stimulated Rac1 GTP hydrolysis, ADP Hunter fluorescence; higher % means a stronger effect; GST-tagged Rac1 F28L mutant substrate; one-dose inhibition, % at 30 µM; IC50 in µM for titrated hits; 340,000 compounds, 0.6% hits; AID 624330;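 active means first-screen hits whose inhibition reached a set limit at any dose in the follow-up dose series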;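 further: fluorescence reports GDP produced by GAP-driven GTP hydrolysis; strong numbers were not always called active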
# NOD2 inhibition = NOD2 signaling inhibitors, cell-based, luminescence, uHTS, HEK293 (AID 1566). HEK293 NOD2/NF-kB luciferase reporter, luminescence; higher % means a stronger effect. inhibition, % at 4 µM; hits with a dose series show EC50 in µM. 290,000 compounds, 0.63% hits; further: many of its hits are not listed in these tables
# SV40 large T antigen = TAg ATPase/helicase activity blockers – biochemical (AID 1903); SV40 large T antigen ATPase/helicase inhibition assay; higher % means a stronger effect; one-dose inhibition, % at 20 µM; IC50 in µM for titrated hits; 310,000 compounds, 0.39% hits; in the data active means a potency from the dose series; further: strong numbers were not always called active
# NOD1 inhibition = inhibition of NOD1-driven NF-kB reporter – cell-based, luminescence, uHTS, primary screen (AID 1578). NOD1-driven NF-kB luciferase reporter cells, luminescence; higher % means a stronger effect. 290,000 compounds, 1% hits. inhibition, % at 4 µM, or EC50 in µM where a hit was titrated; in the data active means inhibition mostly above about 36%, no sharp cut-off; inactive means mostly below about 34%;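 further: HEK-293T reporter cells stimulated with the NOD1 agonist gamma-tri-DAP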
# The depositor's hits bear a star; . = no result given; [ ] = dose if it differs, or a comment. Unless noted, no stated cut-off is given here; in the data, active means inhibition above about 50%; inactive means the rest. The list is partial. The share of hits here may be higher or lower than overall.
SMILES,HIV fusion peptide,GPR55 activation,GPR55 LPI antagonism,KOR beta-arrestin-1,KOR beta-arrestin-2,Rac1 GTP hydrolysis,NOD2 inhibition,SV40 large T antigen,NOD1 inhibition
O=C(Nc1ccc2snnc2c1)N1CCOCC1,7.4%,-0.2%,15%,-2.1%,-23%,10%,-17%,10%,-3%
CCN1CCCC1CNc1ncnc2c1[nH]c1ccc(F)cc12 (stereo not drawn),-1.5%,-0.1%,2%,-2.4%,-49%,12%,-32%,10%,33%
CCCS(=O)(=O)N1CCCC(C(=O)NCC(OC)OC)C1 (stereo not drawn),-0.8%,-0.2%,11%,-3.2%,-7%,7%,-3%,-3%,-19%
CC(C)c1nnc(NC(=O)C2CCN(C(=O)c3ccco3)CC2)s1,1.6%,-0.1%,14%,-1.2%,1%,9%,10%,9%,-2%
O=C(CN1CCCC1)OCCCC1CCCCC1,0.8%,-0.1%,5%,2.9%,0%,14%,-1%,3%,-11%
CCn1ncc(Br)c1C(=O)Nc1ccc2c(c1)OCCO2,0.9%,0.2%,10%,2.0%,-32%,7%,-20%,22%,-40%
O=C(NCc1cccs1)c1noc2c1CCCCC2,1.0%,-0.1%,14%,-1.4%,-14%,7%,-32%,2%,-19%
COc1ccc(N2CCc3c(C)nc(SC)nc32)cc1,19%,-0.1%,12%,-4.7%,-33%[20 µM],3%,17%,9%,-22%
CC(C)CCN1CCN(Cc2cccs2)CC1CCO (stereo not drawn),0.7%,-0.3%,8%,.,-9%,9%,-11%,-4%,-31%
CCCCn1nc2cc(C(=O)NCc3ccccc3OC)ccc2c1OCC,-0.1%,0.0%,17%,-4.8%,-6%,6%,30%,11%,-8%
Cc1cccc(NC(=O)Cn2nnc(C(=O)NCc3ccco3)c2N)c1,-0.3%,-0.5%,-13%,0.1%,-15%,1%,-2%,12%,-11%
CSCCC(NC(=O)c1ccc(=O)n(C)n1)c1nc2ccccc2[nH]1 (stereo not drawn),-0.1%,-0.2%,2%,1.5%,-19%,3%,0%,10%,-3%
O=C(NCC1CCCO1)c1sc2cc(Cl)ccc2c1Cl (stereo not drawn),-0.5%,-0.2%,-6%,-2.5%,-5%,9%,-63%,24%,-14%
CN1CCN(C(=O)C2=C[C@H](c3ccc(C(F)(F)F)cc3)C[C@H](OCc3ccc(CO)cc3)O2)CC1,0.7%,-0.2%,1%,3.6%,-15%,8%,-1%,1%,-11%
CC(C)(C)OC(=O)N1CCC(C(=O)N[C@@H](Cc2ccccc2)C(=O)O)(c2ccccc2)CC1,0.9%,0.4%,8%,-0.5%,-8%,2%,-11%,4%,-41%
O=[N+]([O-])c1ccc(Oc2c(F)c(F)nc(N3CCCC3)c2F)cc1,0.8%,0.2%,-2%,1.4%,35%,13%,-25%,8%,-17%
COc1cccc(NC(=O)c2cc([N+](=O)[O-])ccc2N2CCN(C)CC2)c1,-0.9%,-0.1%,6%,.,-4%[20 µM],1%,14%,9%,-22%
O=C(CN(Cc1ccccc1Cl)C(=O)CNS(=O)(=O)c1ccccc1)NCC1CCCO1 (stereo not drawn),0.3%,-0.2%,7%,1.3%,-46%,6%,-5%,-1%,-45%
CC(C)(C#N)NC(=O)C(=O)c1c(-c2ccccc2)cc2ccccn12,-0.4%,-0.1%,-2%,0.6%,28%,14%,5%,16%,-8%
O=C(CSc1nnc(COc2ccccc2)n1Cc1ccco1)Nc1ccc2c(c1)OCCO2,-0.1%,0.5%,11%,-2.4%,7%,3%,-13%,5%,-6%
COc1cc(/C=C/C(=O)OCC(=O)c2c[nH]c3ccccc23)ccc1OC(F)F,0.1%,-0.2%,6%,-0.6%,14%,3%,4%,-3%,-12%
Cc1ccc(Cn2c(SCc3cccnc3)nc3c2c(=O)n(C)c(=O)n3C)cc1,3.4%,0.0%,9%,-1.0%,0%,2%,26%,7%,-4%
Nc1cc(-c2ccc(OC(F)(F)F)cc2)nn1-c1ccc(Cl)c(Cl)c1,-1.2%,-0.2%,7%,-3.0%,-1%,.,-7%,5%,-16%
Cc1noc(C)c1C(=O)OC(C)C(=O)Nc1ccc(S(=O)(=O)NC(C)C)cc1 (stereo not drawn),-0.2%,-0.2%,4%,-2.6%,18%,1%,4%,15%,2%
CCc1nnc(NC(=O)CSc2nc(SC)ns2)s1,1.3%,-0.4%,-2%,3.9%,-24%,1%,7%,8%,-40%
CCN1C(=O)c2ccc(C(=O)Nc3ncc(C)s3)cc2C1=O,-0.6%,-0.2%,-4%,-3.4%,0%,4%,-16%,5%,-28%
O=C(c1ccc(S(=O)(=O)NCc2ccco2)cc1)N1CCN(Cc2ccccc2)CC1,0.1%,0.1%,-1%,-2.4%,-2%,-8%,8%,2%,-25%
NNC(=O)c1csc(-c2cccc(C(F)(F)F)c2)n1,-0.8%,-0.5%,-9%,-3.5%,0%,5%,16%,6%,-31%
Cc1nn(C)c(C(=O)NNC(=S)Nc2ccc(F)cc2)c1[N+](=O)[O-],0.6%,-0.1%,9%,0.7%,-1%,10%,6%,11%,-15%
Cn1c(-c2ccc(F)cc2)cnc1NCc1ccc(F)cc1F,0.9%,-0.1%,28%,2.1%,-77%[20 µM],30%,-1%,.,-3%
COc1cc(SC)ccc1C(=O)OCC(=O)NCC(C)C,-0.5%,0.4%,4%,-0.5%,19%,-6%,6%,6%,-29%
COC(=O)c1ccc(NC(=O)c2ccccc2CC[N+](=O)[O-])cc1,-1.3%,0.0%,12%,-2.8%,-4%,4%,1%,19%,-23%
Cc1ccc(C(=O)Nc2sc3c(c2C(=O)O)CCCCC3)o1,29%,-0.3%,-9%,-7.6%,-26%,13%,14%,8%,43%
Cc1ccc(CNC(=O)CCC(=O)c2cccs2)cc1,0.4%,0.0%,2%,4.2%,-3%,9%,-8%,12%,-10%
CN(C)C(/C=C/Nc1cccc(Br)c1)=C(C#N)C#N,-0.5%,0.0%,7%,-1.4%,-16%,.,2%,17%,-24%
O=C(CN1C2CCCC1CC(NC(=O)C1CCCCC1)C2)Nc1ccccc1 (stereo not drawn),0.8%,0.6%,-3%,2.1%,-3%,1%,0%,15%,-23%
COc1ccc(OC)c(S(=O)(=O)Nc2ccccc2F)c1,-1.1%,0.3%,0%,-2.8%,5%,2%,-10%,8%,-11%
Cc1cccc(C(=O)C2CCOC(C)(C)C2)c1 (stereo not drawn),-1.2%,0.3%,-8%,0.7%,16%,-4%,9%,7%,-14%
Cc1nc2c(ncn2-c2ccccc2)c(=O)n1NC(=O)CN1CCCCC1,-1.0%,-0.2%,9%,3.7%,7%,8%,5%,8%,-8%
O=C(CCCCCNC(=O)N1CCn2c1nc1ccccc12)N[C@@H](C(=O)O)c1ccccc1,2.4%,-0.2%,7%,.,.,8%,9%,15%,-19%

# For convenience, some entries already given.
SMILES,HIV fusion peptide,GPR55 activation,GPR55 LPI antagonism,KOR beta-arrestin-1,KOR beta-arrestin-2,Rac1 GTP hydrolysis,NOD2 inhibition,SV40 large T antigen,NOD1 inhibition
CSCCC(NC(=O)c1ccc(=O)n(C)n1)c1nc2ccccc2[nH]1 (stereo not drawn),-0.1%,-0.2%,2%,1.5%,-19%,3%,0%,10%,-3%
O=C(NCC1CCCO1)c1sc2cc(Cl)ccc2c1Cl (stereo not drawn),-0.5%,-0.2%,-6%,-2.5%,-5%,9%,-63%,24%,-14%
CN1CCN(C(=O)C2=C[C@H](c3ccc(C(F)(F)F)cc3)C[C@H](OCc3ccc(CO)cc3)O2)CC1,0.7%,-0.2%,1%,3.6%,-15%,8%,-1%,1%,-11%
CC(C)(C)OC(=O)N1CCC(C(=O)N[C@@H](Cc2ccccc2)C(=O)O)(c2ccccc2)CC1,0.9%,0.4%,8%,-0.5%,-8%,2%,-11%,4%,-41%
O=[N+]([O-])c1ccc(Oc2c(F)c(F)nc(N3CCCC3)c2F)cc1,0.8%,0.2%,-2%,1.4%,35%,13%,-25%,8%,-17%
COc1cccc(NC(=O)c2cc([N+](=O)[O-])ccc2N2CCN(C)CC2)c1,-0.9%,-0.1%,6%,.,-4%[20 µM],1%,14%,9%,-22%
O=C(CN(Cc1ccccc1Cl)C(=O)CNS(=O)(=O)c1ccccc1)NCC1CCCO1 (stereo not drawn),0.3%,-0.2%,7%,1.3%,-46%,6%,-5%,-1%,-45%

# Additional results follow:
SMILES,HIV fusion peptide,GPR55 activation,GPR55 LPI antagonism,KOR beta-arrestin-1,KOR beta-arrestin-2,Rac1 GTP hydrolysis,NOD2 inhibition,SV40 large T antigen,NOD1 inhibition
O=C1CCN(c2ccc([N+](=O)[O-])cc2F)CC1,-1.6%,-0.4%,3%,-0.9%,-12%,6%,16%,2%,-13%
O=C(O)c1ccc(COc2ccc3c(c2)CCC3)cc1,4.2%,-0.1%,14%,-2.2%,-1%,11%,-94%,10%,-3%
O=C(NC1CCCCC1)c1ccccc1NC(=O)C1CC(=O)N(c2ccc(Cl)cc2)C1 (stereo not drawn),-0.7%,-0.4%,-6%,0.0%,-10%,10%,10%,9%,2%
Cc1cccc(Nc2c([N+](=O)[O-])c(=O)n(C)c3ccccc23)c1,2.8%,-0.3%,20%,-0.3%,8%,8%,15%,4%,-31%
